PP1 inh – PP1-alpha (human) inhibition in PP5 counter-screen; actives 0.9% (n = 320,000); inhibition, % at 6.7 µM; P62136; AID 2235; purified PP1alpha, OMFP fluorescence;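 active = inhibition above the mean inhibition of all tested compounds plus 3 SD, computed separately for each screening campaign, cut at about 15% in these data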
Target sequence (P62136 whole entry, looked up): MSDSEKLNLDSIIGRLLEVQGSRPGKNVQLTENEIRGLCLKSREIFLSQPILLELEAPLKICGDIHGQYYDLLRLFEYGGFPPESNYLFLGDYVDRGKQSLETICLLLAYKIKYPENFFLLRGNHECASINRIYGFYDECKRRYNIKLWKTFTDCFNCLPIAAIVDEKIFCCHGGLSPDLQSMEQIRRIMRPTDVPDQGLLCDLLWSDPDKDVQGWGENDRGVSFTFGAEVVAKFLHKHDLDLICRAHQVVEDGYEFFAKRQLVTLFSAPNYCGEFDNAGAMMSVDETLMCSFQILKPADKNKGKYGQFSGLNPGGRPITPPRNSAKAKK
CR mimetic SO – yeast age-related superoxide inhibition as caloric restriction mimetic; S. cerevisiae aged cells, superoxide DHE fluorescence; active compounds read low; superoxide response (% of plate mean), % at 10 µM; actives 0.18% (n = 330,000); AID 2690;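 active = superoxide response under a set limit, about three screen SD below normal, cut at about 65% in these data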;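 also: yeast aged for seven days with compound at 30 °C before DHE staining; 100% = average MFI of all compound-treated wells on the plate with controls excluded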
JMJD2C inh – blocks human GASC-1 demethylase activity; inhibition, % at 2.35 µM; AID 2099; actives 0.069% (n = 330,000); GST-JMJD2C(1-420) H3K9me3 demethylation, DELFIA europium;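 active = more than half of a compound's replicate wells show inhibition beyond 50%, single wells judged on their own value; inconclusive = some, but no more than half, of replicates pass 50% inhibition; inactive = no replicate passes 50% inhibition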;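 also: signal counts dimethyl H3K9 product captured on neutravidin plate; 0% = median of DMSO wells and 100% = 0.3 times that DMSO median; strong numbers were not always called active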
Target sequence (Q9H3R0 1-420 limits assumed): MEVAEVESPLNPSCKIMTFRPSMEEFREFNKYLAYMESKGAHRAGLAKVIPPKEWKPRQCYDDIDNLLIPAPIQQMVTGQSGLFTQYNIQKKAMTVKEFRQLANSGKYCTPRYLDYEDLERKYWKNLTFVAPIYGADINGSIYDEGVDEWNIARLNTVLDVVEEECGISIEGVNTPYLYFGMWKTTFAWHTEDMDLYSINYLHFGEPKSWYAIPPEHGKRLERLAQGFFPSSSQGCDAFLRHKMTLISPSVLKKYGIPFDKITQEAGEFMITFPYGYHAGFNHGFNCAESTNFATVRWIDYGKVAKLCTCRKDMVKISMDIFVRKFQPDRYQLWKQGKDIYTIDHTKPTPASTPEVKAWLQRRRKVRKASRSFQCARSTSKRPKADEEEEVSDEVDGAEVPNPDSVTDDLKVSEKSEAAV
PP5 inh – blocks human protein phosphatase 5 activity; P53041; purified PP5c, OMFP substrate fluorescence; inhibition, % at 6.7 µM; actives 0.18% (n = 320,000);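 active = inhibition above the campaign's mean inhibition across all tested compounds plus 3 SD, cut at about 9.5% in these data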;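 also: 0% = DMSO only and 100% = 100 µM cantharidin control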
EBNA-1 inh – blocks EBNA-1 binding to DNA | EBNA-1 DNA binding, fluorescence polarization | inhibition, % at 14.8 µM | actives 0.34% (n = 300,000) | AID 1950; in the data active = inhibition above about 28%
Fh CTSL1 inh – counter-screen for PFM18AAP inhibitors: inhibitors of F. hepatica cathepsin L1; recombinant F. hepatica cathepsin L1, Z-Leu-Arg-MCA fluorescence; inhibition, % at 5.96 µM; actives 0.49% (n = 300,000); AID 1906;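 active = inhibition above the mean of all tested compounds plus 3 SD, set per screening campaign, cut at about 17% in these data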;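 also: 0% = plate median of test compound wells and 100% = 1 µM Z-Phe-Ala-diazomethylketone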
HCV core dimer – blocks dimerization of HCV core protein | TR-FRET GST/Flag-core106 dimerization, 1536-well | actives 0.33% (n = 300,000) | inhibition, % at 5 µM;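 active = inhibition above the mean of all tested compounds plus 3 SD, set per screening campaign, cut at about 45% in these data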
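Material: GST/Flag-tagged HCV core106 proteins. Incubation: 4 h, 22.5 °C incubation. Read-out basis: inhibition (%) from 671 over 617 nm ratio. Measured by: TR-FRET, excitation 340 nm, emission 617 and 671 nm.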
ZTA DNA inh – counter-screen for EBNA-1 inhibitors: inhibitors of Epstein-Barr virus ZTA. P03206. ZTA-DNA binding, fluorescence polarization. inhibition, % at 11 µM. actives 0.15% (n = 320,000); in the data active = inhibition above about 33%
Target sequence (P03206 whole entry, looked up): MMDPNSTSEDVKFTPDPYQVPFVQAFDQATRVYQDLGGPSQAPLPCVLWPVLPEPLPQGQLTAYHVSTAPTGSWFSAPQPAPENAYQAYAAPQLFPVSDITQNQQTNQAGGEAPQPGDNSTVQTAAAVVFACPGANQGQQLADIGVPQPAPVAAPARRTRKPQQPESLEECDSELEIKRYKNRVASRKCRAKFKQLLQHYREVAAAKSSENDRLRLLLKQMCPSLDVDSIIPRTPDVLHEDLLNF
TPT1 inhibitor – C. albicans TPT1 enzyme inhibition; actives 0.81% (n = 300,000); inhibition, % at 5 µM; recombinant caTPT1, FP RNA substrate dephosphorylation;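 active = inhibition above the mean of all tested compounds plus 3 SD, set per screening campaign, cut at about 24% in these data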;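 also: plate controls were DMSO alone for no effect and ferristatin control at 100 nM for full effect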
The depositor's hits bear a star; ? = inconclusive; / = no result given; & = joins results of further samples.

1: COc1ccc(Nc2nc(C)cc(C)c2C(N)=O)cc1
2: CCOc1ccccc1C(=O)N1CCN(C(c2ccccc2)c2ccccc2)CC1
3: O=c1ncn(-c2cccc([N+](=O)[O-])c2)c2ccccc12
4: CNC(=O)CSc1nnc(-c2cccc(S(=O)(=O)N3CCOCC3)c2)n1-c1ccc(F)cc1
5: CCc1ccc(CNC(=O)CCC(=O)n2ncc3cc(C)ccc32)cc1
6: Cc1ccc(C)c(OCCC(=O)NCCc2ccc(F)cc2)c1
7: O=C(Nc1cccc(-n2cnnn2)c1)c1ccc(Cl)cc1Cl
8: COCC(=O)N(c1ccccc1)C(C)C(=O)OC (configuration not stated)
9: Cn1c(CSCc2ccccc2Cl)nnc1SCC(=O)Nc1nccs1
10: COc1ccc(N=CC2=C(O)CC(c3ccccc3)CC2=O)c(OC)c1 (configuration not stated)

entry no. | 1 | 2 | 3 | 4 | 5 | 6 | 7 | 8 | 9 | 10
PP1 inh | -2 | -5 | 2 | -1 | -3 | 1 | 1 | -2 | 2 | 3
CR mimetic SO | 108 | 122 | 109 | 100 | 110 | 97 | 97 | 87 | 85 | 99
JMJD2C inh | -5 | -3 | -2 | 3&16 | 10 | -16 | 0 | -6 | 5 | -16
PP5 inh | -0.8 | 0.7 | -1.6 | -0.5 | 1.9 | 4.9 | -0.7 | -1.8 | -0.2 | 1.5
EBNA-1 inh | 7 | -8 | 3 | 4 | 6 | -3 | -2 | 0 | -3 | -7
Fh CTSL1 inh | -4 | -5 | -1 | -3 | 0 | 2 | -1 | -2 | 4 | 1
HCV core dimer | -1 | 5 | -4 | -3 | 7 | 4 | -8 | 3 | -7 | 26
ZTA DNA inh | 9 | -6 | 3 | -4 | 1 | -2 | -15 | 5 | 7 | 3
TPT1 inhibitor | -2 | -2 | -1 | -7 | 0 | 1 | -4 | 3 | -1 | 13

11: COc1ccc(N=C2NC(=O)C(CC(=O)NCCc3ccc(OC)c(OC)c3)S2)cc1 (configuration not stated)
12: CC(NC(=O)C(=O)N1CCCCC1)C(c1cccs1)N1CCN(C)CC1 (configuration not stated)
13: COc1ccc(C(=O)OCC(=O)Nc2cc(S(=O)(=O)N3CCOCC3)ccc2N2CCCC2)cc1
14: CC(OC(=O)c1cccc(-n2cnnn2)c1)c1nc2ccccc2c(=O)[nH]1 (configuration not stated)
15: CC(c1cccs1)N(C)Cc1nc(CCc2ccccc2)no1 (configuration not stated)
16: COc1ccc(CCNC(=S)Nc2cccc(C)c2C)cc1
17: OCCn1c(-c2ccccc2)csc1=Nc1ccccc1
18: COC(=O)c1ccc(NC(=O)CCN2C(=O)CSC2=O)cc1
19: CCOC(=O)CSc1nnc(Cn2nnc(-c3ccccc3)n2)n1CC
20: O=C(CN1C(=O)CC(c2ccccc2)S(=O)(=O)c2ccccc21)N1CCOCC1 (configuration not stated)

entry no. | 11 | 12 | 13 | 14 | 15 | 16 | 17 | 18 | 19 | 20
PP1 inh | 2 | 1 | -3 | -7 | 0 | 0 | -2 | -2 | -1 | -6
CR mimetic SO | 93 | 88 | 103 | 100 | 79 | 94 | 93 | 111 | 114 | 96
JMJD2C inh | -40 | -4 | -8 | -5 | 7 | 6 | -14 | 8 | -8 | -3
PP5 inh | 0.6 | 2.9 | 3.5 | -1.5 | -0.1 | 2.1 | 0.5 | -1.6 | 3.3 | 0.3
EBNA-1 inh | -1 | -23 | 5 | / | 3 | 6 | 1 | 8 | -2 | -10
Fh CTSL1 inh | 11 | -1 | 1 | / | 0 | 1 | 1 | 5 | -5 | -5
HCV core dimer | -4 | -5 | 1 | / | 1 | 6 | -3 | -1 | 3 | -4
ZTA DNA inh | -15 | -13 | 14 | 9 | 1 | -7 | -9 | 7 | -7 | 0
TPT1 inhibitor | 4 | 0 | 1 | / | 0 | -1 | 2 | -2 | -2 | 2

21: Cc1ccc(CNC(=O)c2sc3nc4c(c(C(F)(F)F)c3c2N)CCC4)cc1
22: COc1ccccc1C(=O)NC(=S)NC12CC3CC(CC(C3)C1)C2
23: CCCCc1ccc(/C=C2\C(=O)ON=C2c2ccccc2)s1
24: COc1ccc(/C=C2/N=C(SC3CCOC3=O)N(c3cccc(OC)c3)C2=O)cc1 (configuration not stated)
25: O=C1NC(=O)/C(=C\c2ccc(OCc3cccc([N+](=O)[O-])c3)cc2)N1
26: COC(=O)C1CCN(C(=O)CCCOc2ccccc2)CC1
27: COC(=O)c1cc(NC(=O)c2cccc([N+](=O)[O-])c2C)ccc1Cl
28: COc1cc(SC)ccc1C(=O)NC1CCCc2ccccc21 (configuration not stated)
29: CCc1ccc(CCC(=O)Nc2ccc(C(=O)O)cc2)o1
30: Cc1nnc(Nc2ccccc2)n(N)c1=O

entry no. | 21 | 22 | 23 | 24 | 25 | 26 | 27 | 28 | 29 | 30
PP1 inh | -5 | -1 | -5 | 6 | 43* | -2 | 1 | 6 | 0 | -3
CR mimetic SO | 86 | 109 | 91 | 99 | 106 | 90 | 89 | 123 | 93 | 89
JMJD2C inh | 2 | -4 | -2 | 0 | -20 | 6 | -21 | -11 | -3 | 10
PP5 inh | -2.0 | 0.1 | 2.8 | 4.2 | -0.3 | 1.3 | 0.4 | 1.7 | -0.1 | 1.6
EBNA-1 inh | 1 | 4 | -4 | 6 | 7 | 5 | 16 | -2 | 11 | -3
Fh CTSL1 inh | 3 | -2 | 3 | -3 | -4 | -3 | 5 | 7 | 0 | 1
HCV core dimer | 3 | -12 | 3 | 31 | 8 | -3 | 3 | -8 | -4 | 3
ZTA DNA inh | 1 | -15 | -4 | 12 | 1 | 0 | 2 | -18 | 14 | 3
TPT1 inhibitor | -1 | -1 | 2 | 4 | 2 | -4 | -1 | -2 | -1 | 2

31: Cc1ccccc1Nc1nc(=O)c2cc([N+](=O)[O-])ccc2s1
32: COc1ccc(S(=O)(=O)N2CCOCC2)cc1C(=O)Nc1ccon1
33: CCOC(=O)C1=C(COC(=O)/C=C/c2ccc(Cl)cc2)NC(=O)NC1C (configuration not stated)
34: CCCCCCc1cc2cc(S(=O)(=O)c3ccc(C)cc3)c(=O)oc2cc1O
35: CCc1ccc(C2N(c3ccc(OC)cc3)C(=O)C3CCCN32)cc1 (configuration not stated)
36: COc1cccc(-c2sc3ccc(OC)cc3c2-c2ccc(OC)cc2F)c1
37: CCCCCOc1ccc(CN2CCOCC2)cc1Cl
38: COC(=O)[C@H](Cc1ccccc1)NC(=O)C1(OC(C)=O)CC(OC(C)=O)C(OC(C)=O)C(OC(C)=O)C1 (some centres not stated)
39: CCN(Cc1ccc2c(c1)OCO2)C(=O)/C=C/c1cccc(Br)c1
40: O=C(Nc1ccccc1)c1ccc(F)c(S(=O)(=O)N2CCOCC2)c1

entry no. | 31 | 32 | 33 | 34 | 35 | 36 | 37 | 38 | 39 | 40
PP1 inh | 0 | 0 | 0 | 7 | -2 | 0 | 1 | -2 | 3 | 1
CR mimetic SO | 97 | 105 | 103 | 110 | 104 | 109 | 93 | 97 | 84 | 115
JMJD2C inh | 28 | 0 | 7 | 36 | 0 | 8 | ? | 21 | -2 | -8
PP5 inh | -1.0 | 1.5 | 2.5 | 1.7 | 0.8 | 0.0 | 3.5 | -0.7 | 2.6 | 0.4
EBNA-1 inh | 4 | 0 | -6 | 11 | 0 | / | -7 | -2 | -15 | -10
Fh CTSL1 inh | 10 | -3 | 0 | 2 | -1 | / | 1 | 0 | 3 | -7
HCV core dimer | 7 | -3 | 5 | 12 | -3 | / | -4 | -1 | 4 | -4
ZTA DNA inh | 11 | -10 | 4 | 4 | 2 | 9 | -30 | 0 | -4 | -16
TPT1 inhibitor | 1 | -3 | -2 | 16 | 4 | / | -3 | 0 | 1 | 1

41: COc1ccc(/C=C2\SC(=S)N(CC(=O)NC3C=CS(=O)(=O)C3)C2=O)cc1 (configuration not stated)
42: O=C(O)CCCNC(=O)CCCn1nnc2ccccc2c1=O
43: COc1cccc(C(=O)Nc2nnc(S(=O)(=O)N3CCCC3)s2)c1
44: O=C(CCl)N1c2ccccc2CCc2ccccc21
45: O=C(CNC(=O)c1ccccc1F)N/N=C/c1cccs1
46: O=C(O)/C=C/c1cn(-c2ccccc2)nc1-c1cc2ccccc2o1
47: CC(Oc1ccc(Cl)cc1Cl)C(=O)NNC(=O)C(=O)N1CCCCC1 (configuration not stated)
48: O=c1[nH]c(C2CCN(S(=O)(=O)c3ccccc3)CC2)nc2c1nnn2Cc1ccccc1
49: CN1CCN(C2Cc3ccccc3Sc3cc(C(F)(F)F)ccc32)CC1 (configuration not stated)
50: Cc1nn(-c2ccccc2)c(Cl)c1/C=N/NC(=O)c1nn(C)cc1[N+](=O)[O-]

entry no. | 41 | 42 | 43 | 44 | 45 | 46 | 47 | 48 | 49 | 50
PP1 inh | 16* | 0 | 11 | -1 | -4 | 5 | -1 | 6 | 5 | 0
CR mimetic SO | 95 | 88 | 117 | 89 | 99 | 116 | 104 | 91 | 98 | 102
JMJD2C inh | 4 | 0 | -1 | 4 | 3 | -7 | -1 | 12 | -10 | 0
PP5 inh | 0.5 | 0.7 | 1.0 | 0.8 | 1.6 | 3.3 | -2.2 | 2.7 | 2.0 | 2.9
EBNA-1 inh | -7 | 15 | -1 | 5 | -4 | 4 | 10 | 5 | -5 | -14
Fh CTSL1 inh | 3 | -2 | 4 | 3 | -5 | 5 | -2 | -2 | 0 | 0
HCV core dimer | 26 | -3 | -8 | 11 | -6 | 11 | -5 | 4 | -3 | -19
ZTA DNA inh | -1 | 3 | -3 | 5 | -1 | 24 | 23 | -12 | 2 | -22
TPT1 inhibitor | 1 | 0 | -2 | 0 | -2 | 0 | -4 | 0 | 0 | -4

51: CC(C)c1nn2c(=O)cc(O)nc2s1
52: COc1ccc(Br)cc1/C=N/NC(=O)Cn1nnnc1N
53: COc1ccc(C(=O)N(C)CCCC2CCCC2)cc1OC1CCN(C(C)=O)CC1
54: CC(=O)c1ccc(S(=O)(=O)NCCC(=O)NCCc2c[nH]c3ccccc23)cc1
55: Cc1ccc2c(c1)C1CN(C)CCC1N2C(=O)c1cccc(S(=O)(=O)N2CC(C)CC(C)C2)c1 (configuration not stated)
56: CCCCC(=O)Nc1c2c(nn1-c1ccc(C)cc1)CS(=O)(=O)C2
57: NC(=O)c1cc([N+](=O)[O-])ccc1NCc1cccc([N+](=O)[O-])c1
58: Cc1cc([N+](=O)[O-])ccc1NCc1cccc2ccccc12
59: Cc1ccc(OCCC(=O)OCC(=O)C(C)(C)C)cc1
60: COCCCn1c(C)csc1=Nc1cccnc1

entry no. | 51 | 52 | 53 | 54 | 55 | 56 | 57 | 58 | 59 | 60
PP1 inh | -2 | 1 | 1 | -2 | -1 | -2 | 5 | 3 | -3 | -1
CR mimetic SO | 107 | 101 | 87 | 118 | 105 | 99 | 101 | 94 | 99 | 115
JMJD2C inh | 4 | -4 | 7 | 2 | 0 | -2 | 7 | 4 | -5 | 18
PP5 inh | 3.8 | 1.3 | -1.2 | 1.4 | -1.7 | -2.8 | 1.5 | 1.5 | -0.9 | 3.0
EBNA-1 inh | 2 | -3 | 7 | / | -4 | 11 | 4 | 0 | 4 | -10
Fh CTSL1 inh | -1 | 2 | -2 | / | 2 | 0 | 7 | 4 | -28 | 2
HCV core dimer | -2 | 6 | 0 | / | -3 | -1 | 9 | 2 | 0 | -9
ZTA DNA inh | -2 | -2 | 5 | -6 | 6 | -5 | 12 | 10 | -3 | -10
TPT1 inhibitor | 1 | 2 | -2 | / | 1 | 3 | -2 | -1 | 1 | -2
